Assay outcomes as filed in PubChem BioAssay.
HTRA1 inh = blocks human HTRA1 serine peptidase | inhibition, % at 5.96 µM | Q92743 | 340,000 tested, 0.5% active | AID 504803 | recombinant HTRA1, FP-rhodamine activity-based probe, fluorescence polarization; in the data active = inhibition above about 36%;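 note: 0% = enzyme with DMSO and 100% = wells lacking enzyme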
Target sequence (Q92743 whole entry, looked up): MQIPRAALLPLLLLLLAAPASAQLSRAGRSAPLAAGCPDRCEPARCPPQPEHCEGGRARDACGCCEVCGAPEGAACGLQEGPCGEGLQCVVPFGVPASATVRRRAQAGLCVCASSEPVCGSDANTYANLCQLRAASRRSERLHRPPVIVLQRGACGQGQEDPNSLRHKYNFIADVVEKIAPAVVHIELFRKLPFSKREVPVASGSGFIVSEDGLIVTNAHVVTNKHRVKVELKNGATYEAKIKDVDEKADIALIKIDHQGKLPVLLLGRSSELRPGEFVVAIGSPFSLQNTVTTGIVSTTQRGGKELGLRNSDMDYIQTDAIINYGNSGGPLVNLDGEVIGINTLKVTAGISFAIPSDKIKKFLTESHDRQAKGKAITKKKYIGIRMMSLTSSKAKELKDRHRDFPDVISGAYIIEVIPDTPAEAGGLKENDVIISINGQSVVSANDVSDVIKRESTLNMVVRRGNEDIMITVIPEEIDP
rCAG binder = binds r(CAG) RNA repeats; r(CAG) RNA repeat, TO-PRO-1 dye displacement fluorescence; inhibition, % at 3 µM; 370,000 tested, 1.3% active;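 active = inhibition above the plate cutoff, the mean of all test compounds on that plate plus 3 SD, cut at about 35% in these data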;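 note: 0% = DMSO alone and 100% = 100 µM mitoxantrone as full dye displacement; higher means more dye released from RNA so lower well fluorescence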
PRMT1 FP inh = PRMT1 (human) inhibition, primary screen; 370,000 tested, 1.3% active; recombinant PRMT1, activity-based probe fluorescence polarization; AID 652257; inhibition, % at 2.79 µM; Q99873;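 active = inhibition above about 21% made by adding two undisclosed values, limit read from the data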
SIAE primary = inhibitors of human sialic acid acetylesterase SIAE. Q9HAT2. SIAE FP-Rh probe binding, fluorescence polarization. inhibition, % at 9.66 µM. 370,000 tested, 0.69% active;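 active = inhibition above a cutoff: mean of compounds within the control limits plus 3 SD of those, cut at about 17% in these data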;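 note: 0% = plate median of compound wells and 100% = probe without SIAE protein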
Rev-erbA mod = modulates human Rev-erb alpha binding to DNA; P20393; AID 1259318; Rev-erbα–FITC-DNA binding, fluorescence polarization, 90 min; 370,000 tested, 0.79% active; activity, % at 10 µM;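 active = activity above about 14%, limit read from the data; passing the limit was not always enough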;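 note: 0% = DMSO wells with 35 nM protein and 100% = DMSO wells with 750 nM protein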
TDP2 inh = blocks human TDP2 phosphodiesterase activity; AID 720702; 370,000 tested, 0.34% active; inhibition, % at 12.8 µM; recombinant TDP2, T5PNP hydrolysis, p-nitrophenol absorbance 415 nm; O95551;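 active = inhibition above the mean of all tested compounds plus 3 SD, set per campaign, cut at about 25% in these data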;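 note: 0% = DMSO with enzyme and 100% = buffer with substrate but no TDP2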
Target sequence (O95551 whole entry, looked up): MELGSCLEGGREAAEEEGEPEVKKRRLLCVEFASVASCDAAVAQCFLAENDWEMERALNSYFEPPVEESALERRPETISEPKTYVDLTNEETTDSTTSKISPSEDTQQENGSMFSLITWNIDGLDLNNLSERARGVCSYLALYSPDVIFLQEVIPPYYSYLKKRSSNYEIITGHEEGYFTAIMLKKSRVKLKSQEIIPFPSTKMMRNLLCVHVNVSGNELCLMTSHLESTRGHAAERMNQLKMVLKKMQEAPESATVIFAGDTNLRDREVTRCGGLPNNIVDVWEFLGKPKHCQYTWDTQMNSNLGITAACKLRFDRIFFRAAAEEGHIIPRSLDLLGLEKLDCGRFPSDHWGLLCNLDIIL
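System – recombinant human TDP2 · Quantity – TDP2 enzyme at 120 nM final · Doses – single concentration, 12.8 µM nominal, with 1% DMSO · Incubation – 2 h at 37 °C · Measured by – epi absorbance of p-nitrophenol freed from T5PNP by hydrolysis · Read-out – % inhibition relative to enzyme-containing and enzyme-free wells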
TCR-CD3 inh = inhibitors of human TCR-CD3 interaction; TAMRA-labeled TCR probe fluorescence, biochemical; inhibition, % at 9.4 µM; 360,000 tested, 0.37% active; AID 651800; in the data active = inhibition above about 19%;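 note: recombinant mutant TCR 2C K166C tagged with TAMRA read by polarization; 0% = receptor in buffer alone and 100% = receptor with positive control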
PG9 Ab binder = small molecules binding HIV-1 gp120 antibody PG9. TR-FRET gp120-PG9 antibody binding. inhibition, % at 6.7 µM. 360,000 tested, 0.43% active; in the data active = inhibition above about 8.5%
ABHD4 inh = inhibitors of mouse ABHD4. inhibition, % at 8.92 µM. 370,000 tested, 0.54% active. purified mABHD4, FP-Rh probe fluorescence polarization. Q8VD66;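 active = inhibition exceeding the mean over every tested compound plus 3 SD, cut at about 30% in these data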;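 note: 0% = plate median of compound wells and 100% = S159A mutant with DMSO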
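Assay system: wild-type mouse ABHD4 protein; compound: single nominal dose of 8.92 µM, 0.89% DMSO final; schedule: 45 min + 60 min at 25 °C; measured by: FP readout, ex 525 nm / em 598 nm; evaluation: % inhibition of FP-Rh probe binding versus controls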
LEDGF integ inh = blocks HIV-1 LEDGF/p75-dependent DNA integration | TR-FRET IN-LEDGF/p75 DNA integration, Eu/Cy5 | inhibition, % at 3.7 µM | 370,000 tested, 0.64% active | AID 743269;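 active = inhibition above the screen-wide mean plus 3 SD, cut at about 13% in these data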;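 note: signal is the Cy5 over europium emission ratio at 671 and 618 nm; 0% = plate median of compound wells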
* = called active by the depositor; . = no result given. The list is partial; rates above refer to the full screens.

nr	SMILES	HTRA1 inh	rCAG binder	PRMT1 FP inh	SIAE primary	Rev-erbA mod	TDP2 inh	TCR-CD3 inh	PG9 Ab binder	ABHD4 inh	LEDGF integ inh
1	O=C(Nc1ccc(Br)cc1)c1cccc2c1C(=O)N(C1CCCCC1)C2	4	2	0	-4	-2	2	5	-2.7	1	1
2	C=CCNC(=O)CN(CCc1ccccc1)S(=O)(=O)c1ccccc1	5	0	-3	5	5	-14	3	-0.1	-5	0
3	CN(C)c1ccc2cc(S(=O)(=O)O)cc(O)c2c1	36	59*	102*	2	-22	55*	-3	-6.2	78*	84*
4	O=c1[nH]c(-c2ccccc2)nn1-c1ccc(Br)cc1Br	5	-1	0	1	0	13	-6	1.6	3	26*
5	Cc1ccc(NC(=O)CN2CCCC2)cc1	7	1	-5	-5	10	-23	-15	-2.9	-4	3
6	CC(Nc1nc(-c2ccccc2O)nc2ccccc12)c1ccccc1 (stereo not given)	-53	26	0	-41	5	9	8	-1.1	-21	2
7	COc1ccc(C(=O)NCCN2C(=O)C3C4C=CC(C4)C3C2=O)cc1OC (stereo not given)	.	-1	-1	-7	-6	13	.	.	0	1
8	N#Cc1ccc(-c2csc(NC(=O)/C=C/c3cccs3)n2)cc1	-26	6	-1	-69	3	-3	6	-0.8	-18	0
9	CC(/C=C/C1[C@H](C)C[C@H](O[C@@H]2O[C@H](CO)[C@@H](O)[C@H](O)[C@H]2O)CC1(C)C)O[C@H]1O[C@H](CO)[C@@H](O)[C@H](O)[C@H]1O (stereo not given in full)	6	-2	-3	1	-5	3	0	0.8	5	4
10	COc1ccc(CCN(C)S(=O)(=O)c2cn(C)c(=O)n(C)c2=O)cc1OC	0	0	-1	0	-2	-3	2	-1.4	2	2
11	CCC(CC)NC(=O)CO/N=C/c1ccc(Cl)cc1Cl	-2	-7	-5	4	-3	-8	6	-1.1	1	5
12	COc1cccc(NC(=O)CN(C)C(=O)c2cc(-c3cccc(Br)c3)nc3ccccc23)c1	-80	10	-2	-48	1	2	0	1.1	-9	2
13	Cc1ccc(CN2CC(C(=O)N3CCN(S(=O)(=O)c4cc(C)ccc4C)CC3)CC2=O)cc1 (stereo not given)	-2	-10	-1	-1	-2	6	1	-0.1	-2	0
14	COc1ccc(C2C(C#N)=C(N)Nc3onc(C(C)(C)C)c32)c(OC)c1 (stereo not given)	-4	1	-5	-6	9	-12	11	-1.8	-10	2
15	COc1ccc(NC(=O)CN2C(=O)NC(C)(c3ccccc3)C2=O)c(OC)c1 (stereo not given)	5	-1	1	11	-5	5	-4	2.6	-1	0
16	COc1ccccc1NC(=O)CCSc1nnc(-c2ccncc2)o1	3	-5	-1	2	-9	0	10	-0.7	11	-2
17	CCCc1cc(C(N)=O)c(NC(=O)C2CCCO2)s1 (stereo not given)	-1	4	9	3	5	9	2	-0.2	8	2
18	CC1=CCC2(CO)COC(c3ccccc3O)C1C2 (stereo not given)	0	0	-3	4	1	3	4	-0.9	2	1
19	c1ccc(-c2ccc(C3=Nn4c(Cn5nnc6ccccc65)nnc4SC3)cc2)cc1	-45	8	1	-27	9	-4	0	0.0	-25	0
20	Cc1cc(C)cc(CC(=O)N2CCC2(C)C(=O)NS(=O)(=O)c2cc(C)ccc2F)c1 (stereo not given)	.	15	1	1	0	6	-5	0.5	4	-5
21	OCCCCCNc1ncnc2ccccc12	0	-3	-4	1	-1	8	-7	-1.4	2	0
22	O=c1cc(CSc2ccccc2)[nH]c(=S)[nH]1	4	-1	-1	-2	-6	11	1	-1.4	3	-1
23	Cc1ccc(C2CC2C(=O)NN)cc1 (stereo not given)	-15	2	1	9	-2	-7	0	-2.2	-11	4
24	O=C(O)c1ccc(CSc2nnc(-c3ccc(Cl)cc3)o2)cc1	-3	3	1	2	-6	-1	-4	-1.8	-4	0
25	CCOC(=O)CC(Nc1nc(N2CCOCC2)nc(N2CCOCC2)n1)c1ccccc1Cl (stereo not given)	0	-4	2	2	4	8	1	-2.3	0	-3

Reformatted with values under each structure: part of the list above
The line under a structure holds: HTRA1 inh	rCAG binder	PRMT1 FP inh	SIAE primary	Rev-erbA mod	TDP2 inh	TCR-CD3 inh	PG9 Ab binder	ABHD4 inh	LEDGF integ inh
[23] Cc1ccc(C2CC2C(=O)NN)cc1 (stereo not given)
→ -15	2	1	9	-2	-7	0	-2.2	-11	4
[13] Cc1ccc(CN2CC(C(=O)N3CCN(S(=O)(=O)c4cc(C)ccc4C)CC3)CC2=O)cc1 (stereo not given)
→ -2	-10	-1	-1	-2	6	1	-0.1	-2	0

The list goes on.
nr	SMILES	HTRA1 inh	rCAG binder	PRMT1 FP inh	SIAE primary	Rev-erbA mod	TDP2 inh	TCR-CD3 inh	PG9 Ab binder	ABHD4 inh	LEDGF integ inh
26	COc1ccc(NC(=O)NS(=O)(=O)c2ccc(C)cc2)c(OC)c1	24	2	-1	-2	4	10	-2	-0.9	8	0
27	Cc1ccc(COC(=O)c2cc(S(=O)(=O)N3CCCCC3)ccc2N2CCOCC2)cc1	-34	0	3	-9	-8	-8	0	1.8	3	4
28	Cc1ccc(N2CC(C(=O)Nc3nnc(SCC(N)=O)s3)CC2=O)cc1C (stereo not given)	-4	15	4	-4	2	-4	5	0.5	1	-3
29	O=C(Nc1ccc2c(c1)OCCO2)C1c2ccccc2OCC(=O)N1Cc1ccccc1 (stereo not given)	.	3	-7	-4	-4	-15	1	2.6	-4	6
30	CCNc1nc(N)nc(Oc2ccc(OCCOc3ccccc3)nn2)n1	-1	-1	5	0	1	-7	-7	2.4	-9	0
31	CCN(CC)S(=O)(=O)c1ccc(Cl)c(NC(=O)c2cc(Cl)cc(Cl)c2)c1	0	-4	-2	6	1	4	-1	-2.8	-2	1
32	COC(=O)C(Cc1ccc(O)cc1)NC(=O)C1CCN(S(=O)(=O)c2ccc(C)cc2)CC1 (stereo not given)	-5	-3	-1	1	-2	9	-7	1.7	1	-1
33	COc1ccc(C(=O)N[C@H](C(=O)OCn2nnc3ccccc3c2=O)C(C)C)cc1	4	-3	-2	-2	2	-5	-4	-1.8	-10	2
34	O=[N+]([O-])c1ccc(Oc2cccnc2)nc1	7	3	-6	3	1	-21	-6	-4.0	1	5
35	COc1ccccc1NS(=O)(=O)c1cc(NC(=O)CCc2nc3ccccc3c(=O)[nH]2)ccc1C	-12	10	0	-15	2	0	8	4.9	-1	0
36	COc1ccc(Cn2c(SCc3cc(C)ccc3C)nc3cc(OC)c(OC)cc3c2=N)cc1	-21	11	-3	1	3	-14	0	-0.3	20	-1
37	CN(CC(=O)Nc1ccccc1Br)C(=O)c1cccc([N+](=O)[O-])c1	-3	1	2	2	1	7	-3	-1.7	-1	1
38	COc1ccc(N(CC(=O)Nc2ccc(C)cc2)S(=O)(=O)c2c(C)noc2C)cc1	3	2	-2	3	2	-2	5	-1.4	2	-1
39	COc1ccc(OCC(=O)NC2CCCc3ccccc32)cc1 (stereo not given)	3	-2	1	-3	0	9	7	-0.9	-3	2
40	CN(C)c1nc(-c2ccccc2)cc(C(F)(F)F)c1C#N	-13	1	-2	-4	6	-5	4	0.7	6	1
41	COCCN(C(=S)Nc1cc(C)cc(C)c1)C(C)c1cccs1 (stereo not given)	-7	0	-6	-2	-4	-4	4	-0.5	1	3
42	Cc1ccc(NC(=O)c2ccc(NS(=O)(=O)c3c(C)noc3C)cc2)cc1C	-9	30	-2	-3	0	8	-8	-2.9	-15	-1
43	Clc1cccc(CNc2nnnn2-c2ccccc2)c1	-9	3	-1	2	0	5	0	0.4	-9	0
44	O=C1O/C(=C/c2ccccc2)N=C1c1ccccc1	-3	2	0	2	0	-8	6	0.3	6	-5
45	COc1cc(OC)c(C(=O)COc2ncnc3ccccc23)c(OC)c1	2	-2	2	1	7	5	8	-1.2	-4	1
46	Brc1ccc(CN2CCN(c3ccccn3)CC2)s1	-1	-5	-1	9	3	3	9	0.0	5	3
47	CCCCC(CC(O)COCC(C)C)C(=O)NN (stereo not given)	1	-6	1	0	-4	4	-5	2.4	2	-6
48	COc1ccc(NC(=O)CN(c2ccc(C)cc2)S(C)(=O)=O)c(OC)c1	0	-2	-2	0	6	-2	0	-1.2	-6	-3

Values by screen from the entries so far:
Compounds 28 to 32 in TDP2 inh, in turn: -4, -15, -7, 4, 9
Compounds 28 to 32 in PRMT1 FP inh, in turn: 4, -7, 5, -2, -1
Compounds 28 to 32 in PG9 Ab binder, in turn: 0.5, 2.6, 2.4, -2.8, 1.7

Just ABHD4 inh, for 7 of the compounds above:
nr | Structure | ABHD4 inh
29 | O=C(Nc1ccc2c(c1)OCCO2)C1c2ccccc2OCC(=O)N1Cc1ccccc1 (stereo not given) | -4
41 | COCCN(C(=S)Nc1cc(C)cc(C)c1)C(C)c1cccs1 (stereo not given) | 1
42 | Cc1ccc(NC(=O)c2ccc(NS(=O)(=O)c3c(C)noc3C)cc2)cc1C | -15
46 | Brc1ccc(CN2CCN(c3ccccn3)CC2)s1 | 5
28 | Cc1ccc(N2CC(C(=O)Nc3nnc(SCC(N)=O)s3)CC2=O)cc1C (stereo not given) | 1
35 | COc1ccccc1NS(=O)(=O)c1cc(NC(=O)CCc2nc3ccccc3c(=O)[nH]2)ccc1C | -1
31 | CCN(CC)S(=O)(=O)c1ccc(Cl)c(NC(=O)c2cc(Cl)cc(Cl)c2)c1 | -2
